Compound activity: PubChem BioAssay, National Center for Advancing Translational Sciences (NCATS)
SMN2 splice enh: qHTS Assay for Enhancers of SMN2 Splice Variant Expression. HEK293 SMN2-luciferase splicing reporter, luminescence, 30-36 h. Potency, µM (highest dose often 46.1 µM), without a hit: at the highest dose activity change, positive = activation, usual class: activators. 2.8% of 210,000 active; further: potency means the concentration at half of the fitted maximal effect; % of control where 0% means no effect; nearly all actives have a fitted effect of over 55% in size
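HEK293 cells carry an SMN2 […]–luciferase reporter in which exon 7 inclusion puts luciferase in frame. Cells were plated 10-12 h before compound addition, then incubated 30-36 h at 37C. ONE-Glo luminescence was read; sodium butyrate at 4.5 mM final served as control.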
IMPase Li cell: qHTS Assay for Identifying the Cell-Membrane Permeable IMPase Inhibitors: Potentiation with Lithium; Potency, µM (titrated, usually from 59.4 µM), without a hit: at the highest dose activity, negative = IMPase inhibition, most hits filed as inhibitors; 0.35% of 210,000 active; CHO-M1 cells, IP1 TR-FRET (IP-One), carbachol + lithium; AID 1457, 2008;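 further: IP1 builds up when IMPase is blocked and the TR-FRET signal falls; potency means the concentration at half of the fitted maximal effect; plate controls were basal vehicle for no effect and high inhibitor control for full effect; nearly all actives have a fitted effect of over 50% in size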
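Readout is a homogeneous TR-FRET IP1 immunoassay (Ex 320, Em 665 and 620), where raised cytosolic IP1 lowers signal. Cells were CHO-M1 treated 30 min at 37C with test compounds plus a little lithium; AC50 values came from Hill-equation fitting.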
CBFb-RUNX1 inh: qHTS Assay for Compounds Blocking the Interaction Between CBF-beta and RUNX1 for the Treatment of Acute Myeloid Leukemia. 230,000 tested, under 10 active. Potency, µM (titrated, usually from 59.8 µM), inactives show at the top dose activity, negative = inhibition, most hits filed as inhibitors. AlphaScreen CBFb-His/RUNX1-biotin binding, biochemical. Runt-related transcription factor 1 (Homo sapiens) + Core-binding factor subunit beta …; further: % of control where 0% means no effect
Target sequence (Q01196 whole entry, looked up): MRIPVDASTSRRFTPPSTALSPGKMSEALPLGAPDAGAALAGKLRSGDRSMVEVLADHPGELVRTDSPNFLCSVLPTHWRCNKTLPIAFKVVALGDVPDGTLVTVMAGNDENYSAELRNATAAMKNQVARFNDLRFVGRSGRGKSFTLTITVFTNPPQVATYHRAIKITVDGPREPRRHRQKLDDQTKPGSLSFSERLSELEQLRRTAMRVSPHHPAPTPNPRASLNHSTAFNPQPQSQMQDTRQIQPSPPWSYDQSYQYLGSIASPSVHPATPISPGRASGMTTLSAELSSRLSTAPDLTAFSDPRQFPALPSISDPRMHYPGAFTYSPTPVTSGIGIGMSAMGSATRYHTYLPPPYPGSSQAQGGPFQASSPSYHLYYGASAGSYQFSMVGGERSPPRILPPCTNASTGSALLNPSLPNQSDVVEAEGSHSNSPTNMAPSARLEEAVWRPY
Target sequence (Q13951 whole entry, looked up): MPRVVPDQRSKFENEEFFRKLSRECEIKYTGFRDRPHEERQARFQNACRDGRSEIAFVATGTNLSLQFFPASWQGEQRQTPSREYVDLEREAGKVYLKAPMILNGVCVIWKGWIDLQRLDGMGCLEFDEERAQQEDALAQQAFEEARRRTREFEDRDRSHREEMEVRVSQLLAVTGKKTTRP
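Compounds were screened at multiple concentrations against a preformed CBF-beta(His)/RUNX1(biotin) complex (30 nM of each) for 15 min at room temperature, followed by 90 min with nickel and streptavidin beads and AlphaScreen reading.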
HTT cytoprotect: qHTS Multiplex Assay to Identify Dual Action Probes in a Cell Model of Huntington: Cytoprotection (ATP) | Potency, µM (series often up to 56.4 µM), for the others: cytoprotection (ATP increase), actives largely listed as activators | PC12 HTT-Q103 induced, cytoprotection, ATP luminescence, 40 h | 0.14% of 230,000 active | AID 1471, 2008;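 further: potency means the concentration at half of the fitted maximal effect; % of control where 0% means no effect; nearly all actives have a fitted effect of over 45% in size; toxic huntingtin expression switched on by the ecdysone agonist tebufenozide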
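Quantitative HTS on tebufenozide-induced (100 nM) PC12 cells expressing HTTQ103 exon 1–GFP; compounds tested as a concentration series; survival measured via cellular ATP.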
LMNA splice mod: qHTS Assay for Modulators of Lamin A Splicing | AID 1487, 2009 | HeLa LMNA splicing GFP/RFP minigene ratio, 48 h | 0.01% of 200,000 active | Potency, µM (doses to about 46.1 µM), for inactives: at the top dose ratio change, negative = inhibition, actives largely listed as inhibitors; active means well fitted inhibition curve with a large enough effect in the signal ratio, with a control signal flat, not every such curve was filed as active; inconclusive means small, poorly fitted or top-dose-only effect, or effect the other way, or a change in a side signal; the % refers to the signal ratio; further: potency means the concentration at half of the fitted maximal effect; on the % scale 0 is the no-effect control and ±100 the full control effect
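Read-out is the ratio of GFP to DsRed2 object intensity, acquired by 488 nm laser-scanning cytometry on HeLa lamin A-EGFP minigene reporter cells. Compound incubation 48 hrs at 37 °C in Opti-MEM with 2% FBS; DMSO 0.5% final.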
HTT aggregate: qHTS Multiplex Assay to Identify Dual Action Probes in a Cell Model of Huntington: Aggregate Formation (GFP). Potency, µM (series often up to 46.1 µM), without a hit: top-dose activity change, negative = inhibition, usual class: inhibitors. 1.1% of 220,000 active. AID 1688, 2009. PC12 HttQ103-GFP aggregates, Acumen cytometry, 40 h; further: potency means the concentration at half of the fitted maximal effect; on the % scale 0 is the no-effect control and ±100 the full control effect; nearly all actives have a fitted effect of over 60% in size
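Using laser scanning cytometry, GFP-positive aggregates were counted after lysis of PC12 cells induced with 100 nM tebufenozide to express HTT exon 1 Q103–GFP. Compounds were tested in titration.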
KinaseGlo FLuc: Counterscreen for Luciferase (Kinase-Glo TM) Inhibition | Kinase-Glo luciferase, ATP luminescence, 8 min | Potency, µM (doses to about 38.3 µM), for inactives: at the top dose activity change, negative = inhibition, actives largely listed as inhibitors | AID 1379, 2008 | Luciferin 4-monooxygenase (Photuris pensylvanica), Q27757 | 0.28% of 200,000 active; further: potency means the concentration at half of the fitted maximal effect; on the % scale 0 is the no-effect control and ±100 the full control effect; nearly all actives have a fitted effect of over 60% in size
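Recombinant Kinase-Glo luciferase, 10 uM ATP (linear range), luciferin; imidazole pH 7.2 / KCl / MgCl2 / Tween / BSA buffer; 8 min RT; luminescence.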
The depositor's hits bear a star; ? = inconclusive; / = no result given; [ ] = remark or other dose. Unless noted, the call rests on the fitted dose curve; in most records, active means well fitted curve in the direction sought with a large enough effect; inconclusive means small, poorly fitted or top-dose-only effect, or another doubt; inactive means no such curve, though single readings can be large; an effect the other way counts as inactive or inconclusive.

SMILES	SMN2 splice enh	IMPase Li cell	CBFb-RUNX1 inh	HTT cytoprotect	LMNA splice mod	HTT aggregate	KinaseGlo FLuc
C=CCNC(=S)Nc1nc2c(cc1C(=O)OCC)COC(C)(C)C2	/	/	9%	11%[10 µM]	/	6%[9.22 µM]	/
CN(c1ccc(OCC(=O)OCC(=O)Nc2ccccc2)cc1)S(=O)(=O)c1ccc(F)cc1	-4%	-3%	5%	5%[10 µM]	-4%	8%	3%
CC(=O)c1c(C)nc(Nc2nc(C)c3cc(C)ccc3n2)nc1C	-4%	0%	-1%	-36%[inhibitor]	/	-4%	-2%
CCCS(=O)(=O)c1c(S(=O)(=O)CCC)c2cnccn2c1C(=O)c1ccc(OC)cc1	/	/	-1%	-9%[10 µM]	/	-6%[9.22 µM]	/
COc1cc(SC)ccc1C(=O)Nc1ccccc1C#N	13µM*	3%[38.3 µM]	0%	5%	-9%	-13%	2%
O=C(Nc1cc2c(cc1Cl)OCCCO2)c1ccco1	14µM*	9%	7%	/	4%	-8%	-2%
Cc1ccccc1C(=O)Nc1c2c(nc3ccccc13)CCCC2	10%	6%	-4%	-33%[10 µM]	-8%	?	1%
CCN=C(Nc1ccc2c(c1)OCO2)SC1CC(=O)N(c2ccccc2F)C1=O (centres undefined)	-6%	1%[38.3 µM]	-4%	3%	?	-32%	0%
Cc1ccccc1Cn1ccc(-c2ccc3c(c2)OCO3)n1	5%	7%[38.3 µM]	16%	-7%	-1%	13%	-1%
O=C(O)C1Cc2ccccc2CN1S(=O)(=O)c1ccc2ccccc2c1 (centres undefined)	-17%	24%[38.3 µM]	-8%	-19%	14%	21%	1%
CC(C)n1c(SC2C(=O)CC(C)(C)CC2=O)nc2c1c(=O)n(C)c(=O)n2C	11µM*	10%[38.3 µM]	4%	-2%	7%	-21%	3%
CC(=O)c1ccc(NC2c3ncccc3C(=O)N2Cc2ccc(F)cc2)cc1 (centres undefined)	-3%	4%[38.3 µM]	6%	-6%	2%	-1%	-4%
O=C(O)COc1cccc(NC(=O)C2CCCO2)c1 (centres undefined)	25%	32%[38.3 µM]	8%	-5%	0%	-2%	3%
O=C(NC(Cc1ccccc1)C(=O)O)/C(=C\c1ccco1)NC(=O)c1ccco1 (centres undefined)	/	-7%	7%	16%[10 µM]	/	3%[9.22 µM]	-7%
COc1cc(NS(=O)(=O)c2ccc(OC)c(OC)c2)cc(OC)c1	-15%	0%[38.3 µM]	9%	10%[0.074 µM]	0%	2%	13%
O=C(Cc1ccccc1)N[C@@H](Cc1ccccc1)C(=O)O	/	-14%	4%	-7%[10 µM]	/	-18%[9.22 µM]	/
O=C(NC1CCS(=O)(=O)C1)c1cnccn1 (centres undefined)	-24%	30%[38.3 µM]	1%	-11%	9%	-9%	-1%
CCCC1CCC(c2ccc(/C(N)=N/O)cc2)CC1 (centres undefined)	-13%	-9%	-1%	-6%[10 µM]	/	8%[9.22 µM]	1%
N#CCSc1n[nH]c2nc3c(c(=O)n12)C1(CCCCC1)Cc1ccccc1-3	/	/	5%	25%[10 µM]	/	7%[9.22 µM]	/
CCC1(CC)Cc2ccccc2C(=O)N1	/	/	1%	32%[10 µM]	/	14%[9.22 µM]	/
O=C(CSc1cccc(C(F)(F)F)c1)Nc1cc(S(=O)(=O)N2CCCC2)ccc1Cl	-24%	7%	-2%	19%[10 µM]	?	-21%	2%
COc1cccc(CNC(=O)CC(NC(C)=O)c2ccccc2)c1 (centres undefined)	-2%	11%	0%	-31%[inhibitor]	14%[46 µM]	-8%	2%
COC(=O)C1=C(C(=O)OC)[C@@H]2N(C)c3ccccc3[C@@]23C[C@@H](CO)N(C(=O)c2cc(C)oc2C)C3=N1	?	-14%	-2%[13.1 µM]	-6%[10 µM]	-7%[9.22 µM]	/	-6%[7.66 µM]
Cc1cc(OCC(=O)Nc2ccc(CN3CCCCC3)cc2)ccc1Cl	-4%	25%	-5%	0%	/	15%	0%
COc1cc(OC)cc(C(=O)N[C@H](C(=O)OCC(=O)Nc2ccc(F)c(F)c2F)C(C)C)c1	2%	3%	-16%	-24%	/	-2%	1%
CC(C)/C=C1\CC/C(=C\c2ccc(N(C)C)cc2)C1=O	?	4%	9%	-8%[10 µM]	?	21%	-1%
Cc1ccc(C)c(OCc2ccc(C(=O)N3N=C(C(F)F)CC3(O)C(F)F)o2)c1 (centres undefined)	8%	8%	-5%	/	?	31%	-2%
COCCNC(=O)CN(C(=O)CCC(=O)Nc1cc(C)on1)c1cccc(C)c1C	3%	5%[38.3 µM]	0%	7%[10 µM]	0%	-23%	10%
O=C(NCCc1ccccc1)C(c1cccs1)N(C(=O)c1csnn1)C1CC1 (centres undefined)	/	/	0%	-20%	-6%	-4%	/
c1cncc(-c2ccc3ncnc(N4CCNCC4)c3c2)c1	-5%	-2%	/	-21%	-12%	/	-1%

Reformatted with two lines to a compound: part of the list above
Values in the order – SMN2 splice enh, IMPase Li cell, CBFb-RUNX1 inh, HTT cytoprotect, LMNA splice mod, HTT aggregate, KinaseGlo FLuc
O=C(Cc1ccccc1)N[C@@H](Cc1ccccc1)C(=O)O
→ /, -14%, 4%, -7%[10 µM], /, -18%[9.22 µM], /
O=C(NC1CCS(=O)(=O)C1)c1cnccn1 (centres undefined)
→ -24%, 30%[38.3 µM], 1%, -11%, 9%, -9%, -1%
CCCC1CCC(c2ccc(/C(N)=N/O)cc2)CC1 (centres undefined)
→ -13%, -9%, -1%, -6%[10 µM], /, 8%[9.22 µM], 1%
N#CCSc1n[nH]c2nc3c(c(=O)n12)C1(CCCCC1)Cc1ccccc1-3
→ /, /, 5%, 25%[10 µM], /, 7%[9.22 µM], /
CCC1(CC)Cc2ccccc2C(=O)N1
→ /, /, 1%, 32%[10 µM], /, 14%[9.22 µM], /
O=C(CSc1cccc(C(F)(F)F)c1)Nc1cc(S(=O)(=O)N2CCCC2)ccc1Cl
→ -24%, 7%, -2%, 19%[10 µM], ?, -21%, 2%
COc1cccc(CNC(=O)CC(NC(C)=O)c2ccccc2)c1 (centres undefined)
→ -2%, 11%, 0%, -31%[inhibitor], 14%[46 µM], -8%, 2%
COC(=O)C1=C(C(=O)OC)[C@@H]2N(C)c3ccccc3[C@@]23C[C@@H](CO)N(C(=O)c2cc(C)oc2C)C3=N1
→ ?, -14%, -2%[13.1 µM], -6%[10 µM], -7%[9.22 µM], /, -6%[7.66 µM]
Cc1cc(OCC(=O)Nc2ccc(CN3CCCCC3)cc2)ccc1Cl
→ -4%, 25%, -5%, 0%, /, 15%, 0%

(further entries)
SMILES	SMN2 splice enh	IMPase Li cell	CBFb-RUNX1 inh	HTT cytoprotect	LMNA splice mod	HTT aggregate	KinaseGlo FLuc
CCOC(=O)c1c(NC(=O)CSc2nnc(C)s2)sc2c1CCCCC2	-35%[inhibitor]	9%[38.3 µM]	-7%	0%	6%	?	-1%
COC(=O)C1(C(O)C(=O)c2ccc(C)cc2C)CCCCC1 (centres undefined)	-23%	17%[38.3 µM]	4%	10%[10 µM]	4%	-7%	2%
O=C(C1CCC(CNc2c(N3CCCCC3)c(=O)c2=O)CC1)N1CCCCC1 (centres undefined)	1%	-3%[38.3 µM]	2%	1%	1%	8%	0%
COc1ccc(CN2C(=O)c3cccnc3C2Nc2cc(Cl)ccc2OC)cc1 (centres undefined)	-12%	2%	-8%	11%[10 µM]	9%	23%	4%
CCNc1sc(C(=O)c2cccs2)c(N)c1C#N	20%	10%[38.3 µM]	2%	0%	-13%	-7%	1%
O=c1c2ccccc2nnn1Cc1ccccc1	/	/	3%	19%[10 µM]	/	-8%[9.22 µM]	/
CC(C)c1ccc(Nc2c([N+](=O)[O-])c(=O)n(C)c3ccccc23)cc1	/	/	-18%	-20%[10 µM]	/	4%[9.22 µM]	/
O=C1C2CC=CCC2C(=O)N1c1n[nH]c(-c2ccccc2)n1 (centres undefined)	0%	20%[38.3 µM]	1%	-11%	5%	17%	-3%
Cc1cc(C)cc(NC(=O)N2CCCN(Cc3c(F)cccc3Cl)CC2)c1	/	/	-6%	-6%[10 µM]	27%[46 µM]	-14%[9.22 µM]	/
O=c1c(-c2ccc(F)cc2)nc2cnc(N3CCNCC3)nc2n1C1CC1	/	-1%	/	-25%	4%	/	/
CCOc1cccc(CNCc2cccnc2)c1OCc1ccccc1	/	10%	9%	-14%[10 µM]	?	-6%[9.22 µM]	0%
O=C1CC(c2ccccc2)n2nc(NC(=O)c3cccs3)nc2N1 (centres undefined)	-4%	1%[38.3 µM]	1%	2%	7%	-1%	1%
COc1ccc(S(=O)(=O)NC2CCCCC2)cc1C	?	14%[38.3 µM]	7%	0%[0.074 µM]	-16%	-20%	0%
O=Nc1c(-c2cccc([N+](=O)[O-])c2)nc2ncccn12	/	/	10%	-31%[10 µM]	/	-8%[9.22 µM]	/
CCC1CCCCN1C(=O)CSc1nnc(-c2ccco2)o1 (centres undefined)	?	10%	4%	-2%[1.9 µM]	3%	-6%	6%
COc1ccc(S(N)(=O)=O)cc1C(=O)NCC1(N2CCCCC2)CCCCC1	-1%	5%[38.3 µM]	0%	8%[10 µM]	-4%	7%	1%
CCC(=O)c1cc2c(cc1NC(=O)c1ccccc1)OCCO2	-31%[inhibitor]	?	4%	-11%	-1%	1%	-3%
Cc1cccc(NC2=C(Cl)C(=O)OC2OC(=O)c2ccco2)c1 (centres undefined)	-1%	2%	2%	-20%	/	-20%	2%
